# Growth percent in the NCI-60 one-dose screen (48 h, 10 µM unless noted): 100 = growth as untreated, 0 = no growth, -100 = all killed.
# MDA-MB-435: MDA-MB-435 melanoma. AID 1794794. 7.8% of 82,000 active
# M14: M14 melanoma. 6.2% of 80,000 active. AID 1794745
# SK-MEL-5: SK-MEL-5 melanoma | 6.4% of 80,000 active | AID 1794755
# SK-MEL-2: SK-MEL-2 melanoma; AID 1794763; 4.7% of 77,000 active
# UACC-257: UACC-257 melanoma | 4.4% of 78,000 active | AID 1794764
# A549/ATCC: A549/ATCC NSCLC. 3.7% of 81,000 active. AID 1794740
# SK-MEL-28: SK-MEL-28 melanoma. 4.1% of 81,000 active. AID 1794761
# UACC-62: UACC-62 melanoma; 5.4% of 81,000 active
# * = called active by the depositor; · = not tested or not shown; & = joins results of further samples; [ ] = another dose, or the depositor's remark. How the source made its calls: active means growth percent below 10; inactive means the rest.
# Start of the data: the first 15 entries (preview)
# Results follow in this order: MDA-MB-435, M14, SK-MEL-5, SK-MEL-2, UACC-257, A549/ATCC, SK-MEL-28, UACC-62
> O=C(Nc1ccccc1Cl)c1ccc(NC2=C(Cl)C(=O)N(C3CCCCC3)C2=O)cc1
 : 50[30 µM], 93[30 µM], 54[30 µM], 104[30 µM], 55[30 µM], 94[30 µM], 56[30 µM], 66[30 µM]
> CCc1cccc(C)c1NC(=O)c1sc2nc3c(cc2c1N)CCCC3
 : 98, 97, 94, 98, 72, 31, 98, 87
> COc1ccc(C(=O)C(NCCO)c2ccccc2)cc1 (stereo not given)
 : 115, 90, 98, 91, 95, 104, 111, 93
> N#Cc1ncc(-c2ccc(C(F)(F)F)cc2)c(NCCCC(F)(F)C(F)(F)C(F)(F)C(F)(F)C(F)(F)C(F)(F)C(F)(F)C(F)(F)F)n1
 : 106, 104, 101, 106, 108, 107, 108, 108
> COC(=O)C(C)C(=O)OC
 : 115, 108, 101, 111, 100, 101, 111, 106
> O=[N+]([O-])c1cc(/C=N/N2CCCCCC2)ccc1Cl
 : 98&101, 90&115, 101&99, 110&98, 98, 96&88, 104&109, 88&92
> NC(CCCC(N)C(=O)c1ccccc1)C(=O)O (stereo not given)
 : 105, 102, 107, 93, 82, 93, 103, 100
> N=C(N1CCCc2ccccc21)N1CCCc2ccccc21
 : 103&108, 86&81, 101&94, 118, 142&115, 117, 110&104, 97&94
> CCN1C(=O)N(CC)C2Nn3c(s/c(=C\c4cnc(C)n4C)c3=O)=NC21 (stereo not given)
 : 101, 96, 99, 106, 101, 104, 98, 95
> CC(C)N(CCNc1nc(C(Cl)(Cl)Cl)nc2cc(Cl)ccc12)C(C)C
 : -47*, -69*, -97*, -60*, -65*, -42*, -81*, -62*
> Cc1ccc(NC(=O)CCC(=O)NS(=O)(=O)c2ccc(C)cc2)cc1
 : 112, 104, 102, 107, 98, 100, 105, 94
> c1ccc(N2N=C(c3cccc(Nc4ccncc4)c3)CC2c2ccc3c(c2)OCO3)cc1 (stereo not given)
 : -73*, 93, -14*, 39, 27, 21, -53*, 62
> N#CC(NC(N)=O)c1ccccc1 (stereo not given)
 : 97, 103, 100, 92, 117, 94, 101, 95
> COc1ccc(C(=O)c2cc(C)c(OC)c(C)c2)c(OC)c1NC(C)=O
 : -65*, -8.3*, 21, 26, 66, 18, 50, 32
> COc1c2c(cc3c1C(=O)N[C@@H]1[C@@H](O)[C@@H](O)[C@H](O)C[C@@H]31)OCCO2
 : 108, 105, 99, 100, 99, 96, 106, 97

# All compounds of this part, previewed entries included:
# Results follow in this order: MDA-MB-435, M14, SK-MEL-5, SK-MEL-2, UACC-257, A549/ATCC, SK-MEL-28, UACC-62
> O=C(Nc1ccccc1Cl)c1ccc(NC2=C(Cl)C(=O)N(C3CCCCC3)C2=O)cc1
 : 50[30 µM], 93[30 µM], 54[30 µM], 104[30 µM], 55[30 µM], 94[30 µM], 56[30 µM], 66[30 µM]
> CCc1cccc(C)c1NC(=O)c1sc2nc3c(cc2c1N)CCCC3
 : 98, 97, 94, 98, 72, 31, 98, 87
> COc1ccc(C(=O)C(NCCO)c2ccccc2)cc1 (stereo not given)
 : 115, 90, 98, 91, 95, 104, 111, 93
> N#Cc1ncc(-c2ccc(C(F)(F)F)cc2)c(NCCCC(F)(F)C(F)(F)C(F)(F)C(F)(F)C(F)(F)C(F)(F)C(F)(F)C(F)(F)F)n1
 : 106, 104, 101, 106, 108, 107, 108, 108
> COC(=O)C(C)C(=O)OC
 : 115, 108, 101, 111, 100, 101, 111, 106
> O=[N+]([O-])c1cc(/C=N/N2CCCCCC2)ccc1Cl
 : 98&101, 90&115, 101&99, 110&98, 98, 96&88, 104&109, 88&92
> NC(CCCC(N)C(=O)c1ccccc1)C(=O)O (stereo not given)
 : 105, 102, 107, 93, 82, 93, 103, 100
> N=C(N1CCCc2ccccc21)N1CCCc2ccccc21
 : 103&108, 86&81, 101&94, 118, 142&115, 117, 110&104, 97&94
> CCN1C(=O)N(CC)C2Nn3c(s/c(=C\c4cnc(C)n4C)c3=O)=NC21 (stereo not given)
 : 101, 96, 99, 106, 101, 104, 98, 95
> CC(C)N(CCNc1nc(C(Cl)(Cl)Cl)nc2cc(Cl)ccc12)C(C)C
 : -47*, -69*, -97*, -60*, -65*, -42*, -81*, -62*
> Cc1ccc(NC(=O)CCC(=O)NS(=O)(=O)c2ccc(C)cc2)cc1
 : 112, 104, 102, 107, 98, 100, 105, 94
> c1ccc(N2N=C(c3cccc(Nc4ccncc4)c3)CC2c2ccc3c(c2)OCO3)cc1 (stereo not given)
 : -73*, 93, -14*, 39, 27, 21, -53*, 62
> N#CC(NC(N)=O)c1ccccc1 (stereo not given)
 : 97, 103, 100, 92, 117, 94, 101, 95
> COc1ccc(C(=O)c2cc(C)c(OC)c(C)c2)c(OC)c1NC(C)=O
 : -65*, -8.3*, 21, 26, 66, 18, 50, 32
> COc1c2c(cc3c1C(=O)N[C@@H]1[C@@H](O)[C@@H](O)[C@H](O)C[C@@H]31)OCCO2
 : 108, 105, 99, 100, 99, 96, 106, 97
> COc1ccccc1C1CC(c2ccccc2)=NN1C(=O)c1ccc(S(C)(=O)=O)cc1 (stereo not given)
 : 107, 101, 96, 96, 64, 65, 112, 93
> COc1ccc(CCNC(=O)CC(C)=O)cc1
 : 94, 103, 101, 114, 118, 99, 105, 109
> Fc1ccc(Nc2nnc(-c3c[nH]c4ccccc34)o2)cc1
 : 90, 102, 91, 97, 93, 77, 106, 78
> CC(CN(C)C)C(=O)c1ccccc1 (stereo not given)
 : 105, 92, 109, 107, 95, 100, 108, 108
> NS(=O)(=O)c1ccc(Cn2c(SCC(=O)N/N=C/c3ccccc3O)nc3ccccc3c2=O)cc1
 : 72, 42, 58, 37, 71, 69, 58, 38
> N#Cc1c(Nc2ccccc2)nn2c(-c3ccc(F)cc3)c(-c3nc4ccccc4s3)c(N)nc12
 : 103, 111, 102, 102, 109, 106, 107, 96
> CSc1nc(N)n2nc(C3CC3)cc2n1
 : 108, 121, 95, 119, 97, 85, 115, 94
> COc1ccccc1-c1ccc2nc(NC(=O)Nc3cc(C(F)(F)F)cc(C(F)(F)F)c3)sc2c1
 : 11, 16, -86*, -14*, -5.6*, 13, 31, 11
> C/C=N/NCCC#N
 : 99, 107, 100, ·, 92, 97, 103, 108
> CCc1ccccc1-n1[nH]c(C)c(C=N)c1=O
 : 104, 109, 104, 106, 116, 126, 110, 101
> O=C1OC(C(Cl)(Cl)Cl)Nc2ccccc21 (stereo not given)
 : 109, 96, 102, 109, ·, 102, 104, 107
> COc1cc(-c2nn(C(C)(C)C)cc2-c2ccnc(NCCCNS(=O)(=O)c3ccc(F)cc3)n2)ccc1Cl
 : 75, 93, 85, 87, 93, 50, 90, 72
> CC1(C)C(Cl)(Cl)C(C)(C)C1(Cl)Cl
 : 116, 105, 100, 91, 92, 95, 116, 94
> Cc1n[nH]c(C)c1N=Nc1ccc(-c2cc(-c3ccc(N=Nc4c(C)n[nH]c4C)cc3)cc(-c3ccc(N=Nc4c(C)n[nH]c4C)cc3)c2)cc1
 : 102, 106, 100, 106, 104, 97, 112, 97
> COc1ccc2oc(=O)cc(C3C(C#N)=C(N)Oc4c3ccc3ccccc43)c2c1 (stereo not given)
 : 61, 93, 98, 89, 101, 103, 102, 83

# Full records as entered above.
# CC1(C)C(Cl)(Cl)C(C)(C)C1(Cl)Cl is listed as MDA-MB-435 = 116; M14 = 105; SK-MEL-5 = 100; SK-MEL-2 = 91; UACC-257 = 92; A549/ATCC = 95; SK-MEL-28 = 116; UACC-62 = 94
# COc1ccccc1-c1ccc2nc(NC(=O)Nc3cc(C(F)(F)F)cc(C(F)(F)F)c3)sc2c1 is listed as MDA-MB-435 = 11; M14 = 16; SK-MEL-5 = -86*; SK-MEL-2 = -14*; UACC-257 = -5.6*; A549/ATCC = 13; SK-MEL-28 = 31; UACC-62 = 11

# Next compounds.
# Results follow in this order: MDA-MB-435, M14, SK-MEL-5, SK-MEL-2, UACC-257, A549/ATCC, SK-MEL-28, UACC-62
> Cc1cc(=O)oc2cc(OCC(=O)Nc3ccc(C(=O)/C=C/c4ccccc4)cc3)ccc12
 : 87, 96, 94, 104, 94, 68, 97, 68
> COc1cc(/C=C2/C(=O)Nc3ccc(Cl)cc32)ccc1OCc1ccc(Cl)cc1
 : 91, 96, 89, 107, 102, 85, 103, 70
> COc1ccc(C(=O)C[n+]2ccc3ccccc3c2)cc1
 : 109&100, 95&95, 102&100, 106&101, 102, 95&102, 105&100, 98&86
> O=c1[nH]cccc1[N+](=O)[O-]
 : 106, 94, 110, 105, 92, 107, 125, 104
> O=C1CCC(C(=O)NNc2c(F)c(F)c(F)c(F)c2F)N1 (stereo not given)
 : 105, 103, 106, 103, 105, 103, 113, 101
> COc1ccc(S(=O)(=O)N2CCN(c3cc4c(cc3F)c(=O)c(C(=O)O)cn4C3CC3)CC2)c(OC)c1
 : 98, 92, 83, 105, 100, 94, 101, 84
> COc1ccc(C2SCC(=O)N2NC(=O)C(O)(c2ccccc2)c2ccccc2)cc1 (stereo not given)
 : 91, 105, 101, 100, 121, 58, 126, 85
> CC1=C(C(=O)OCC(C)C)C(c2cccc(C#N)c2)C(C(=O)OCC(C)C)=C(C)N1
 : 95, 104, 83, 85, 83, 74, 105, 76
> CCOc1cc(/C=N/N=C(N)N)ccc1O
 : 124, 111, 110, 142, 108, 96, 120, 97
> O=C(Nn1c2c(sc1=NC1CC1)C(=O)c1ccccc1C2=O)c1cc2ccc1CCc1ccc(cc1)CC2
 : -93*, -22*, -78*, 50, -29*, 68, 40, -12*
> Nc1c(I)cc(CC(=O)O)cc1I
 : 102, 105, 97, 111, 107, 106, 107, 106
> O=C1CC(=O)Nc2ccccc2N1
 : 114, 107, 97, 103, 103, 101, 82, 113
> CCOC(=O)c1c(C)[nH]c(Cc2[nH]c(C)c(C(=O)OCC)c2C)c1C
 : 98, 101, 75, 104, 92, 94, 99, 80
> C[C@H](NC(=O)[C@@H]1CSSC[C@@H](NC(=O)c2nc3ccccc3cc2O)C(=O)NCC(=O)N1C)c1ccccc1
 : 24, 0.6*, 0.8*, 62, 61, 43, 34, 17
> N=C1C(c2nc3ccccc3s2)=C(O)CN1c1cc(Cl)cc(Cl)c1
 : 42, 69, 89, 105, 74, 71, 120, 78
> CC1=CC(=O)C(/C(C)=N/NC(=O)c2ccccc2NC(=O)c2ccc(F)cc2)C(=O)O1 (stereo not given)
 : 109, 104, 98, 88, 89, 93, 107, 99
> O=C(CSc1nc2c(c(=O)[nH]1)CCCC2)NNC(=O)c1ccccc1Cl
 : 105, 110, 103, 113, 106, 111, 113, 104
> CCOC(=O)C(=CNc1ccc2n[nH]nc2c1)C(=O)OCC
 : 103, 103, 93, ·, 105, 96, 105, 100
> COc1ccc(OC)c(/C=C/C(=O)c2cc(C(=O)c3ccc(Br)cc3)n3ccc(C)cc23)c1
 : 25, 85, 99, 86, 88, 92, 89, 73
> CCOC(=O)c1cn2c3c(cccc3c1=O)C(=O)CC2
 : 104, 99, 98, 85, 75, 92, 96, 86
> CCC(=O)Oc1ccc(OC)cc1
 : 106, 104, 107, ·, 108, 105, 112, 100
> COc1ccc2c(c1)sc1nc3nc4sc5cc(Cl)c(Cl)cc5n4c(=N)c3c(=N)n12
 : 115, 113, 74, 73, 103, 111, 123, 93
> COc1cc2c(Nc3ccc(S(N)(=O)=O)cc3)ncnc2c(OC)c1OC
 : 105, 124, 91, 92, 95, 102, 99, 97
> O=C(Cn1cnc2c(cc(-c3ccccc3)n2-c2ccncc2)c1=O)Nc1ccccc1
 : 100, 103, 110, 114, 99, 107, 109, 113
> CC(C#N)(CCc1ccccn1)CCc1ccccn1
 : 104, 94, 98, 102, 102, 101, 106, 98
> CC(C)=CCC/C(C)=C\C(N)=O
 : 99, 102, 111, 100, 93, 104, 128, 93
> COc1ccc(COc2ccc(Nc3nc(N)nc4[nH]c5ccc(O)cc5c34)cc2)cc1
 : 89, 94, 78, 90, 105, 78, 96, 96
> CC1=NN(c2ccccc2)C(=O)C1CCC#N (stereo not given)
 : 103, 105, 102, 108, 99, 101, 103, 91
> CCn1c(Sc2nnc(/N=C3\NC(=O)/C(=C/c4ccc(OC)cc4)S3)s2)nc2c1c(=O)n(C)c(=O)n2C
 : 103, 95, 98, 105, 99, 96, 103, 97

# Quoted from the listing.
# UACC-257 with COc1ccc(C(=O)C[n+]2ccc3ccccc3c2)cc1 = 102
# A549/ATCC with CC1=NN(c2ccccc2)C(=O)C1CCC#N (stereo not given) = 101
# UACC-62 with CCOC(=O)c1c(C)[nH]c(Cc2[nH]c(C)c(C(=O)OCC)c2C)c1C = 80
